Bioassay records from PubChem BioAssay.
CD11b adhes inh: CD11b/CD18-fibrinogen binding inhibition | P05107+P11215 | K562 CD11b/CD18 adhesion to fibrinogen, ATPlite luminescence; Mn2+ added to activate the integrin | inhibition, % at 10 µM | hit rate 0.54% among 93,000 | AID 1497;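 active = primary inhibition of 50% or more at 10 µM, then 40% or more on retest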; also: some results filed as inactive read as strong as hits
Pyk2 oligo antag: blocks oligomerization of human Pyk2 in cells | z-score (the deposit names both 25 µM and 10 µM) | Q293 cells, Pyk2 FERM NanoBiT luminescence; hits give low values | Q14289 | hit rate 0.83% among 99,000;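 active = Z-score of -3 or lower, scaled per plate to the spread of control and sample wells; inactive = z-score above -3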;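 also: negative z-score means lost luminescence so less FERM oligomerization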
PLAP act: human PLAP activation | hit rate 1.2% among 96,000 | activation fold at 20 µM | purified PLAP enzyme, luminescent substrate read-out; hits give high values | P05187; in the data active = activation fold above about 2
Target sequence (P05187 whole entry, looked up): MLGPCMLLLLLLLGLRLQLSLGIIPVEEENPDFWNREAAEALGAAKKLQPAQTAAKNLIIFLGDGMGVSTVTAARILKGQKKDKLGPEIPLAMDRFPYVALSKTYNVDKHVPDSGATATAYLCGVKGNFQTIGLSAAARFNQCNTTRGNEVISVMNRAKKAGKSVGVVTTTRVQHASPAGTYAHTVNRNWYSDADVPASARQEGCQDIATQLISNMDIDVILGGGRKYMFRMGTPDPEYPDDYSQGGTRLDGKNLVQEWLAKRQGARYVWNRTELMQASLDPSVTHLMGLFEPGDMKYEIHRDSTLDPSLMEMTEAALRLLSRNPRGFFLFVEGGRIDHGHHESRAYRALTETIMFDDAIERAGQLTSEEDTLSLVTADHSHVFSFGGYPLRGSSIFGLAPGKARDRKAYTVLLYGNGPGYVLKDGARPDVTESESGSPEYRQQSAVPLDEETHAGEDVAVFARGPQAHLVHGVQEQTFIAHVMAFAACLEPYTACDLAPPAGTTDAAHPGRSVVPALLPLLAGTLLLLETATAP
MT1-MMP txn act: MT1-MMP promoter transcription activation; activation factor at 10 µM; AID 750; HT1080 MT1-MMP promoter luciferase reporter, luminescence, overnight; hits give high values; hit rate 0.16% among 86,000;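 active = activation factor of at least 2 for MT1-MMP transcription at 10 µM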
CYP2C19 activ: cytochrome P450 2C19 (human) activation; AID 1025; 96,000 tested, under 10 active; activation factor at 5 µM; P33261; recombinant CYP2C19, luciferin-H EGE luminescence; hits give high values; 0 = fully inhibited enzyme, 1 = untreated enzyme;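 active = activation factor of at least 2 at 5 µM in the primary screen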;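 also: 0 = wells with 2.5 mM tranylcypromine and 1 = vehicle-only wells; values of inactives mirror those of a sister screen read the other way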
Target sequence (P33261 whole entry, looked up): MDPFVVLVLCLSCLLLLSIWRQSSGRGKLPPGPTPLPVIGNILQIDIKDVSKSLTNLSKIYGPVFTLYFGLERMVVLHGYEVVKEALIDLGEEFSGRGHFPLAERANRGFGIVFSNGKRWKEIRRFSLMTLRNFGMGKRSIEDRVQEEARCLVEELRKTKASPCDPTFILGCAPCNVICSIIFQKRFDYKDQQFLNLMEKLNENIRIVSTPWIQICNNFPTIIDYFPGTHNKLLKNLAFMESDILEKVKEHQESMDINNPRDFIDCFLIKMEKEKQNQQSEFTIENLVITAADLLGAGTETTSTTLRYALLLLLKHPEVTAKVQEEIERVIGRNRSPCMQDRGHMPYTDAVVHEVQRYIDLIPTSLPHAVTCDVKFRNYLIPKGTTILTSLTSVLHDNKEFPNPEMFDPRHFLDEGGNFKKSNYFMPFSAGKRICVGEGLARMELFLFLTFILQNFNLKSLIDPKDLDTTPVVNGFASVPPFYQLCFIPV
CYP2C9 inh: inhibitors of human CYP2C9 | AID 777 | P11712 | inhibition, % at 5 µM | CYP2C9 Supersomes, luciferin-H conversion, luminescence | hit rate 20% among 96,000;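 active = blocking of liver enzyme CYP2C9 beyond about 50% at 5 µM, limit read from the data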; also: values of inactives mirror those of a sister screen read the other way
CYP2C9 act: CYP2C9 (human) activation; P11712; recombinant CYP2C9, luciferin-H conversion, luminescence; hits give high values; factor 1 = untreated enzyme, 0 = blocked; activation factor at 5 µM; hit rate 1.4% among 96,000;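 active = activation factor of 2 or more for CYP2C9 at a 5 µM dose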;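 also: 0 = sulfaphenazole-blocked wells and 1 = vehicle-only wells; values of inactives mirror those of a sister screen read the other way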
CYP2C19 inh: blocks human cytochrome P450 2C19; CYP2C19 Supersomes, luciferin-H EGE luminescence, 30 min; AID 778; hit rate 21% among 96,000; P33261; inhibition, % at 5 µM;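 active = CYP2C19 inhibition above a set limit at 5 µM in the primary screen, cut at about 50% in these data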;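 also: plate controls were negative control wells for no effect and 2.5 mM tranylcypromine positive control for full effect; values of inactives mirror those of a sister screen read the other way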
CD11b adhes enh: CD11b/CD18-fibrinogen binding enhancement | K562 CD11b/CD18 adhesion to fibrinogen, ATPlite luminescence | P05107+P11215 | activation, % at 10 µM | AID 1499 | hit rate 0.07% among 93,000;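 active = 10 µM primary screen giving 50% or more activity, confirmed by 40% or more on retest at that dose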; also: strong numbers were not always called active; reference of the scale not given here
The depositor's hits bear a star; . = not tested or not shown.

CYP2C9 inh,CYP2C19 activ,CYP2C9 act,PLAP act,Pyk2 oligo antag,CD11b adhes enh,CD11b adhes inh,MT1-MMP txn act,CYP2C19 inh,molecule
75*,0.5,0.3,1.2,-0.42,1,-10,1.1,52*,O=C(c1ccccc1)N1CCN(C2c3cccc4cccc(c34)C2NS(=O)(=O)c2ccccc2)CC1 (centres undefined)
-12,1.1,1.1,1,-0.22,.,.,.,-10,NC(N)=N/N=C/c1ccc(OCc2ccc(Cl)cc2Cl)cc1
10,1.1,0.9,1,0.19,-1,-2,1.3,-6,COC(=O)c1ccn(C(=O)c2ccc(Cl)cc2)n1
24,0.7,0.8,1.3,-0.83,-2,3,1,28,O=C(CSc1nnc(-c2cccnc2)n1Cc1ccco1)c1ccc(Cl)cc1
88*,0.6,0.1,1.2,-0.02,2,12,1.1,37,CCOC(=O)c1c(NC(=O)CSc2n[nH]c(-c3ccco3)n2)sc(C)c1C
93*,0,0.1,1.3,-1.3,-1,1,1.1,99*,COC(=O)c1ccc(C2C3=C(Nc4nnnn42)c2ccccc2OC3)cc1 (centres undefined)
3,1,1,1.1,0.21,.,.,.,4,CC(C)n1nnnc1-c1cc(Cl)cc(Cl)c1
10,0.9,0.9,1,0.46,-2,-2,.,12,CC(Sc1ccccc1)C(=O)Nc1ccccc1C(=O)N1CCOCC1 (centres undefined)
-9,1.1,1.1,1.1,0.61,-3,-1,1.2,-14,COc1ccc(CN2CCCC(C(=O)N3CCCC3)C2)cc1 (centres undefined)
8,0.7,0.9,1,2,-1,-5,1.1,26,CSc1nc2ccccc2c(=O)n1N
1,0.9,1,0.9,0.76,116,-4,1.1,8,CCOC(=O)CCCNC(=O)CCNC(=O)c1ccc(OCC)cc1
58*,1,0.4,1.1,1.8,-4,7,.,1,Cc1cc(C)c(S(C)(=O)=O)c(S(=O)c2ccc(Cl)cc2)n1 (centres undefined)
58*,0.9,0.4,1.5,0.53,27,10,1.2,7,Cc1occc1C(=O)Nc1sc2c(c1C(N)=O)CCC(C(C)(C)C)C2 (centres undefined)
37,1.1,0.6,1.3,-0.02,-1,26,.,-8,CC(C)C1C(=O)NC(=S)N1S(=O)(=O)c1ccc(C(C)(C)C)cc1 (centres undefined)
10,0.9,0.9,0.9,0.57,-2,-9,1.1,7,COc1cc(C(=O)O)ccc1OCC(=O)N1CCOCC1
0,1,1,1.6,0.18,0,3,1,-2,Cc1cccc(N2CCN(C(=O)CCNC(=O)Cn3ccc4ccccc4c3=O)CC2)c1C
1,1,1,0.9,-0.88,1,-2,1,1,Cn1c(CNC(=O)Nc2cccc(Cl)c2)nnc1SCc1ccccc1
62*,0.8,0.4,1.1,-1.3,-4,33,.,23,C=CCNC(=O)c1c2c(nc3ccccc13)-c1ccccc1CC2
-4,1,1,1.1,-0.45,1,9,0.5,4,CN(C)S(=O)(=O)c1cccc(C(=O)NCCc2ccccc2)c1
1,0.9,1,1,.,-4,-4,1,12,Cc1cc2nc(-c3ccco3)cc(C(F)(F)F)n2n1
21,0,0.8,2.5*,0.34,0,-17,0.9,100*,Cn1c(-c2ccccc2)cnc1SCc1nc2ccccc2c(=O)[nH]1
8,0.3,0.9,1.4,0.08,1,-2,1.2,65*,COc1ccccc1NC(=O)CSc1nnc(C2CCCCC2)n1C
8,0.7,0.9,1.4,-2.3,-1,6,1.2,31,c1ccc(-c2[nH]ncc2-c2nc3ccccc3[nH]2)cc1
-10,1,1.1,0.8,0.87,-3,-3,1.1,1,CCCCOCC(O)CN1CCN(C(C)=O)CC1 (centres undefined)
67*,1.1,0.3,1,1.1,-7,68,.,-8,O=S(=O)(Nc1ccc(S(=O)(=O)Nc2nccs2)cc1)c1ccc2c(c1)OCCO2
14,0.7,0.9,1.5,-0.6,-5,17,1.1,32,Cc1ccc(-n2ccnc2SCC(=O)N(CC(C)C)C2CCS(=O)(=O)C2)c(C)c1 (centres undefined)
23,0.5,0.8,0.7,-0.14,-2,-4,.,53*,COc1ccc(CCNC(=O)NC23CC4CC(CC(C4)C2)C3)cc1
-5,0.9,1,1,-0.42,-2,-4,.,8,O=C(NCC1CCCO1)C1CCN(S(=O)(=O)c2cccnc2)CC1 (centres undefined)
1,1,1,1.3,1.8,4,-6,1.4,2,CC(=O)c1cccc(NC(=O)NCc2ccccn2)c1
42,0.7,0.6,1.9,-0.76,-2,8,1,33,O=c1ccc(Oc2nc(N3CCOCC3)nc(N3CCOCC3)n2)nn1-c1ccccc1
-6,0.9,1.1,1.4,0.91,0,-24,1.2,7,CSc1nc2sc3c(c2c(=O)n1C1CCCCC1)CCN(C)C3
-23,1,1.2,1.2,1.9,2,-4,1,0,Cn1c(CSc2ncccn2)nnc1SCC(=O)N1CCCc2ccccc21
-205,0.7,3*,0.9,1.4,2,-8,1.1,26,Cc1cc(Cl)c(S(=O)(=O)N2CCSCC2)cc1OCC(N)=O
26,0.3,0.7,0.7,0.01,3,-1,1.3,71*,Clc1ccc(C2=CSC3=NCCN23)cc1Cl
49,0.9,0.5,1.1,-0.12,-2,3,.,11,O=C(CN1CCC(N2CCCCC2)CC1)N1CCCc2ccccc21
68*,0.1,0.3,1.7,-0.91,-2,-1,.,92*,CCS(=O)(=O)N1Cc2ccccc2CC1C(=O)NCC12CC3CC(CC(C3)C1)C2 (centres undefined)
-10,1.2,1.1,1.2,0.43,-3,8,1.1,-17,CCCN1CCN(CCCNC(=O)CCNC(=O)Cn2ccc3ccccc3c2=O)CC1
-8,1.1,1.1,1,-0.17,1,-20,1.1,-6,Cc1ccc(C(=O)OC2CCOC2=O)cc1NC(=O)c1ccco1 (centres undefined)
4,1,1,1,-0.13,-2,6,1.1,3,O=C(Nc1cc(C(F)(F)F)ccc1N1CCOCC1)c1ccc[n+]([O-])c1
-14,0.7,1.1,1.1,-0.14,-3,.,1.1,31,CN(C(=O)c1c(Cl)nc2sccn12)C1CCCCC1

Reprinted from the part before: 6 compounds, then new ones.
CYP2C9 inh,CYP2C19 activ,CYP2C9 act,PLAP act,Pyk2 oligo antag,CD11b adhes enh,CD11b adhes inh,MT1-MMP txn act,CYP2C19 inh,molecule
49,0.9,0.5,1.1,-0.12,-2,3,.,11,O=C(CN1CCC(N2CCCCC2)CC1)N1CCCc2ccccc21
68*,0.1,0.3,1.7,-0.91,-2,-1,.,92*,CCS(=O)(=O)N1Cc2ccccc2CC1C(=O)NCC12CC3CC(CC(C3)C1)C2 (centres undefined)
-10,1.2,1.1,1.2,0.43,-3,8,1.1,-17,CCCN1CCN(CCCNC(=O)CCNC(=O)Cn2ccc3ccccc3c2=O)CC1
-8,1.1,1.1,1,-0.17,1,-20,1.1,-6,Cc1ccc(C(=O)OC2CCOC2=O)cc1NC(=O)c1ccco1 (centres undefined)
4,1,1,1,-0.13,-2,6,1.1,3,O=C(Nc1cc(C(F)(F)F)ccc1N1CCOCC1)c1ccc[n+]([O-])c1
-14,0.7,1.1,1.1,-0.14,-3,.,1.1,31,CN(C(=O)c1c(Cl)nc2sccn12)C1CCCCC1
-4,1.1,1,1,1,-3,13,1.1,-9,Cn1nc(C(=O)Nc2ccc(S(=O)(=O)N3CCCCC3)cc2)ccc1=O
67*,0.3,0.3,0.8,-0.73,-2,-20,0.9,70*,CCn1nc(NC(=O)c2ccncc2)c2cc3ccccc3nc21
23,1,0.8,0.9,-1.5,-1,7,1.3,-2,CCOc1cccc(-c2nn3c(-c4ccccn4)nnc3s2)c1
-8,1,1.1,1,0.27,0,-8,0.8,4,O=C(Nc1cccnc1)c1cccs1
19,0.2,0.8,1.5,-0.28,-9,47,1.1,77*,CCOc1ccccc1OCCCCCc1c(C)n[nH]c1C
21,0.9,0.8,1.1,-1.2,-1,18,1.1,10,O=c1[nH]nc(Cc2ccc(Cl)cc2Cl)c2ccccc12
12,0.8,0.9,0.7,0.28,.,.,.,17,NC(=O)C1CCN(C2=C(Cl)C(=O)c3ccccc3C2=O)CC1
-23,1,1.2,1.3,1.8,-3,-28,1.2,1,CCC(C)NC(=O)C1(C)CCC(=O)N1Cc1ccccc1OC (centres undefined)
27,0.9,0.7,0.9,.,-4,-3,.,10,O=C(Cn1cc2c(n1)CCCC2)N1CCc2ccccc21
-8,0.7,1.1,0.9,0.26,-1,-14,1.1,27,O=C(C1COc2ccccc2O1)N1CCCC1 (centres undefined)
36,1,0.6,1.5,3,2,10,1.1,-2,COCCN(CCOC)S(=O)(=O)c1ccc(C(=O)NC2CCN(Cc3ccccc3)CC2)cc1
71*,0.2,0.3,1,-0.98,0,10,.,82*,COCCNC(=O)CSc1nc(-c2ccccc2)c(-c2ccccc2)o1
-49,0.8,1.5,0.9,.,11,-16,1.1,18,COc1ccc(NC(=O)C2CCCN(S(=O)(=O)c3cccc4cccnc34)C2)cc1 (centres undefined)
12,0.8,0.9,0.9,0.01,.,.,1.2,19,COc1cccc(CN=CC2=C(O)CC(C)(C)CC2=O)c1OC
37,1,0.6,2.3*,0.21,0,-8,1,0,CCOC(=O)Cc1csc(NC(=O)CN2C(=O)c3ccccc3S2(=O)=O)n1
-16,0.7,1.2,1,0.2,-10,35,.,34,S=C(NCc1ccco1)Nc1cccc(Cl)c1
-30,1,1.3,0.8,1.1,0,-25,1.3,-4,Cc1ccc(-n2cnnn2)c2cccnc12
-11,1,1.1,1.1,.,-4,15,1,-2,Cc1ccc2oc(=O)c3cnn(CC(=O)NCCCOC(C)C)c3c2c1
17,0.8,0.8,1,0.15,.,.,1.1,21,CCCCN(CC)C(=O)CN(C)S(=O)(=O)c1cccc2nsnc12
-2,1,1,1.2,0.54,2,6,1.2,-4,Cc1cc(NC(=O)CCC(=O)N(c2cccnc2)C(C(=O)NC2CCCC2)c2ccccc2)no1 (centres undefined)
13,0.4,0.9,1.5,1.4,-2,-10,1.1,56*,Cc1cc(S(=O)(=O)N(Cc2ccc(F)cc2)CC2CCCO2)ccc1-n1cnnn1 (centres undefined)
-34,0.9,1.3,0.8,0.42,-1,-2,1.2,7,CCCC(C)NC(=O)COC(=O)c1ccc(Cl)c(S(N)(=O)=O)c1 (centres undefined)
81*,0.2,0.2,1.5,-4.2*,9,12,1,80*,CCOC(=O)c1ccccc1NC(=O)COc1cc(=O)n(CC)c2ccccc12
2,0.8,1,1.1,-0.1,.,.,.,19,Cc1nc2cc(-c3sccc3-n3cccc3)nn2c(C)c1C
40,0.6,0.6,1.1,-0.81,-3,9,1.2,43,N#Cc1nc(Cc2cccc3ccccc23)oc1NCc1ccco1
47,0.1,0.5,1,0.53,1,-4,1.1,89*,CSc1nc2c(c(=O)[nH]1)C(c1ccncc1)C(C(=O)OC(C)C)=C(C)N2 (centres undefined)
8,0.9,0.9,0.9,-2.7,0,2,1,9,Cc1cnc(C(=O)Nc2ccc(N3CCN(C(=O)OC(C)(C)C)CC3)cc2)cn1
85*,0.2,0.1,0.9,0.2,-4,-8,1.2,77*,O=C(CCn1c(SCC(=O)NCc2ccco2)nc2ccccc2c1=O)NCCc1ccccc1
19,0.9,0.8,1.1,-0.56,0,-2,1.1,7,CC1CCC(NC(=O)c2cc3c(s2)CS(=O)(=O)C3)CC1 (centres undefined)
42,1,0.6,1.6,1.1,.,.,1.1,5,CN(C)CC(=O)N1c2ccccc2CCc2ccc(NC(=O)c3ccc(N)cc3)cc21
10,0.2,0.9,1.1,0.01,-2,32,0.8,78*,COc1cccc2sc(N(C)c3ccccc3)nc12
-13,0.8,1.1,0.9,0.62,1,-6,.,18,N/C(=N\OC(=O)N1CCOCC1)c1ccccc1
18,0.9,0.8,1,0.48,-4,9,.,11,CCC(=O)N(C)C(c1ccccc1Cl)c1nnnn1-c1c(C)cccc1C (centres undefined)
24,1,0.8,1,0.56,-5,12,1.1,-3,COCc1cc(C)nc(NCCO)c1C#N
